Compound activity deposited in PubChem BioAssay by National Center for Advancing Translational Sciences (NCATS).
Eya2 phos inh: blocks the phosphatase activity of human Eya2; O00167; recombinant Eya2, OMFP fluorescence dephosphorylation (OMFP is methylfluorescein phosphate); Potency, µM (doses to about 76.9 µM), for the others: at the top dose activity, negative = inhibition, usual class: inhibitors; hit rate 0.006% among 330,000; AID 488837; note: potency is the fitted concentration of half-maximal effect; % is set by controls: 0 for no effect and ±100 for the full control effect
Target sequence (O00167 whole entry, looked up): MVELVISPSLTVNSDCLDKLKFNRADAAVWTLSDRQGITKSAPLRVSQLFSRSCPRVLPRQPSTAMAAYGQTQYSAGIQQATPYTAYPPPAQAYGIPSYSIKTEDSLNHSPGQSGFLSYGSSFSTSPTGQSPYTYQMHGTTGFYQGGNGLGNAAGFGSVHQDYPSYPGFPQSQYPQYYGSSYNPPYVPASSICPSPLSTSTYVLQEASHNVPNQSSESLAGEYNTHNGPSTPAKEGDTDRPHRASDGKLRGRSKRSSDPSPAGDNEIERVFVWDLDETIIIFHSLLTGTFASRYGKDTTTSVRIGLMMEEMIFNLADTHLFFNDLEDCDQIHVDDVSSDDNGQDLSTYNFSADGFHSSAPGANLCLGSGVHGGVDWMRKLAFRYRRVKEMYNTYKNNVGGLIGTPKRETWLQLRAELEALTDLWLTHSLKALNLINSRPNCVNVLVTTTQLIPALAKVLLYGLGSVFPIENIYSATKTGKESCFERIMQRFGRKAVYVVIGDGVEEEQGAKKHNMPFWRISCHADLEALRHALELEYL
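Eya2 (0.2 uM) preincubated 10 min at ambient with compound, then OMFP substrate added at 50 uM; 10 min reaction in 50 mM HEPES pH 7.5, 50 mM NaCl, 5 uM MgCl2, 0.05% BSA, 1 mM DTT. Fluorescence read at Ex 485/Em 525 nm.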
AT treatment: potential ataxia-telangiectasia treatments restoring KAP-1 phosphorylation; […] A-T fibroblasts, KAP-1 phosphorylation AlphaLISA; neocarzinostatin DNA damage 30 min before lysis; Potency, µM (top dose mostly 57.5 µM), without a hit: at the highest dose activation, usual class: activators; hit rate 0.19% among 320,000; AID 485349; note: potency is the fitted concentration of half-maximal effect; % of control where 0% means no effect; nearly all actives have a fitted effect of over 45% in size
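ATM-like activity read as KAP-1 phosphorylation via AlphaLISA donor/acceptor antibody pairs after lysis and 6 hr at 25C. Cells were ATM-null patient fibroblasts ([…], hTERT), dosed 60 min, then exposed to the DSB inducer NCS for 30 min.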
USP2a block: inhibitors of human ubiquitin-specific protease USP2a; O75604; USP2 core, Ub-CHOP2 coupled fluorogenic reporter, 485/531; Potency, µM (doses to about 38.3 µM), without a hit: at the highest dose activity change, negative = inhibition, usual class: inhibitors; hit rate 0.01% among 330,000; AID 463254;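 note: potency is the fitted concentration of half-maximal effect; plate controls were DMSO wells for no effect and full inhibition by NEM control for full effect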
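Cell-free coupled assay: 10nM USP2 core preincubated 30min RT with compound in Tris-HCl pH 8.0/CaCl2/CHAPS buffer, then 25nM Ub-CHOP2 and 25nM reporter substrate; fluorescence (Ex 485/Em 531) read after 60min RT, normalized to NEM inhibition, concentration-response curves fitted.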
ELG1 repair inh: inhibitors of ELG1-dependent DNA repair in HEK293T cells; Potency, µM (series often up to 46.1 µM), for inactives: top-dose activity change, negative = inhibition, most hits filed as inhibitors; hit rate 2.3% among 330,000; HEK293T ELG1-luciferase reporter, luminescence, 16 h; DNA damage induced by 5-fluorouridine; AID 504467; note: potency is the fitted concentration of half-maximal effect; % is set by controls: 0 for no effect and ±100 for the full control effect; nearly all actives have a fitted effect of over 55% in size
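Step one: seed 2,000 cells per well. Step two: pin-transfer compound or DMSO alongside 5-fluorouridine. Step three: incubate 16 hr, 37 °C, 5% CO2. Step four: add ONE-Glo, wait 30 min, read luminescence.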
KCNH2 3.1 block: blocks the human KCNH2 3.1 channel isoform | U2OS KCNH2 3.1, thallium flux FluxOr; active compounds read low | activity change, % (tested at about 1.8 µM) | hit rate 0.95% among 340,000 | AID 720553;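 active = maximum activity change below -70%; inconclusive = maximum activity change from -70% to -50%; inactive = maximum activity change above -50%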;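 note: thallium influx rate constant from kinetic fluorescence after stimulation buffer; % is set by controls: 0 for no effect and ±100 for the full control effect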
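Kinetic fluorescence (2 min after stimulation buffer) measures Tl+ influx through KCNH2 3.1 expressed by viral transduction in U2OS cells; the rate constant is normalized against DMSO controls serving as positive and negative references.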
TRPV1 agonist: activates the human vanilloid receptor TRPV1; Q8NER1; TRPV1-expressing cells, Fluo-8 calcium influx, agonist mode; activation, % at 8.33 µM; hit rate 0.19% among 320,000; AID 540275; in the data active = activation above about 80%; inconclusive = between about 30% and that limit; note: 0% is about no effect
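TRPV1-expressing cells were cultured overnight at 35.5C and loaded with Fluo-8 calcium dye for 40 to 90 min at room temperature. After a 10 s baseline, compound was added and calcium influx was read kinetically for 3 min (ex 480/em 520 nm).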
hERG WT inh: inhibitors of human wildtype KCNH2 potassium channel. AID 720551. activity change, % at 1.84 µM. hit rate 0.37% among 340,000. U2OS, BacMam KCNH2, thallium flux FluxOr; active compounds read low;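 active = maximum activity change below -70%; inconclusive = maximum activity change between -70% and -50%; inactive = maximum activity change above -50%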; note: % is set by controls: 0 for no effect and ±100 for the full control effect
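U2OS cells were transduced with wild-type KCNH2 virus (2.03 x 10^8 / mL) for 4 h at room temperature, then cultured overnight at 37 C. Thallium flux was read with FluxOr dye. Rate constants were normalized to DMSO controls.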
TCR act: activators of T cell receptors; primary human leukocytes, anti-CD3, IL-2 HTRF, 48 h; Potency, µM (series often up to 9.22 µM), inactives show at the top dose activation of IL-2 secretion, actives largely listed as activators; 330,000 tested, under 10 active; AID 504894; note: % of control where 0% means no effect
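1) Mix primary human leukocytes, a-CD3 beads and compound. 2) Incubate 48 hr. 3) Add HTRF IL-2 reagents (a-IL-2-K, a-IL-2-d2).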
TSHR antagonist: antagonists of human thyroid stimulating hormone receptor | hit rate 0.2% among 330,000 | TSHR-expressing cells, TSH-stimulated cAMP HTRF, 2 h; active compounds read low | P16473 | activity change, negative = inhibition, % at 11.5 µM;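 active = activity change below a set negative limit, meaning inhibition stronger than a set level, cut at about -70% in these data; inconclusive = activity change between two set negative limits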; note: % is set by controls: 0 for no effect and ±100 for the full control effect
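TSHR-expressing cells were treated with compounds, then stimulated with TSH at EC80 (4nM final) for 2 hours at 37 deg C. Cellular cAMP was measured by HTRF competition between lysate cAMP and cAMP-d2 for a cryptate-labelled anti-cAMP antibody.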
Mito fusion act: blocks mitochondrial division or promotes mitochondrial fusion. S. cerevisiae fusion-defective mutant growth rescue, CellTiterGlo 48 h. Potency, µM (doses to about 46.1 µM), for the others: top-dose growth rescue (activation), usual class: activators. hit rate 0.23% among 320,000;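 note: potency is the fitted concentration of half-maximal effect; % of control where 0% means no effect; nearly all actives have a fitted effect of over 45% in size; temperature-sensitive fusion mutants such as fzo1-1 at 37 °C on non-fermentable ethanol glycerol medium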
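Yeast fusion mutant, YPEG (non-fermentable carbon), compound, 48 h at 37C non-permissive; CellTiterGlo added, 10 min RT, luminescence read. Rescued growth = division inhibition.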
Numbers without * were called inactive; ? = inconclusive; nt = not tested or not shown; & = joins results of further samples; [ ] = another dose, or the depositor's remark. Unless noted, calls come from the whole dose curve; as a rule, active = well fitted curve in the direction sought with a large enough effect; inconclusive = small, poorly fitted or top-dose-only effect, or another doubt; inactive = no such curve, though single readings can be large; an effect the other way counts as inactive or inconclusive.

Sample of the layout (two entries):
SMILES | Eya2 phos inh | AT treatment | USP2a block | ELG1 repair inh | KCNH2 3.1 block | TRPV1 agonist | hERG WT inh | TCR act | TSHR antagonist | Mito fusion act
COC(=O)c1ccc(CN2[C@H](C(=O)OC)C[C@@]3(O)[C@@H](O)[C@@H](O)[C@@H](O)C[C@@H]23)cc1 | -22% | 13% | -11% | 13% | 2 | 1 | 3 | 0% | -2 | 23%
Cc1ccc(OCC(=O)N/N=C\c2cccs2)c([N+](=O)[O-])c1 | -5% | 5% | 1% | ? | 51 | -5 | 1 | 1%[46.1 µM] | 1 | 7%

All compounds of this part, previewed entries included:
SMILES | Eya2 phos inh | AT treatment | USP2a block | ELG1 repair inh | KCNH2 3.1 block | TRPV1 agonist | hERG WT inh | TCR act | TSHR antagonist | Mito fusion act
COC(=O)c1ccc(CN2[C@H](C(=O)OC)C[C@@]3(O)[C@@H](O)[C@@H](O)[C@@H](O)C[C@@H]23)cc1 | -22% | 13% | -11% | 13% | 2 | 1 | 3 | 0% | -2 | 23%
Cc1ccc(OCC(=O)N/N=C\c2cccs2)c([N+](=O)[O-])c1 | -5% | 5% | 1% | ? | 51 | -5 | 1 | 1%[46.1 µM] | 1 | 7%
CCCC1NC(=S)N(C2CCCCC2)C1=O (stereo not drawn) | 2% | -6% | 1% | 16% | -21 | 14 | 2 | -4%[46.1 µM] | 4 | -4%
Cc1ccc(NC(=O)COC(=O)c2ccnn2C)cc1 | 19% | -2% | 0% | ? | -10 | 9 | -1 | -3% | 0 | -5%
CCOc1cc(N2CCOCC2)c(OCC)cc1NC(C)C(=O)N1CCN(CC)CC1 (stereo not drawn) | -1% | -4% | 4% | -20% | 0 | 1 | -2 | 2% | -4 | 2%
O=C(CSc1nc2c(cnn2-c2cccc(Cl)c2)c(=O)[nH]1)NCCC1=CCCCC1 | 0% | -6% | 1% | ? | 18 | 1 | 11 | -2% | 4 | -4%
NS(=O)(=O)c1ccc(CCNC(=O)COC(=O)/C=C/c2ccc(Cl)cc2)cc1 | 3% | 1% | -2% | 11% | -9 | 2 | 11 | -2% | -23 | 1%
O=C(COc1ccc(Cl)cc1)NC1CCSC1=O (stereo not drawn) | -6% | -1% | 2% | ? | -16 | ? | -3 | -5% | -10 | 0%
CCn1c(SCC(=O)c2cc(OC)ccc2OC)nc2c1c(=O)n(C)c(=O)n2C | 9% | -1% | 0% | -16% | nt | 0 | nt | nt | 0 | -1%
O=S(=O)(Nc1ccccn1)c1ccc(-n2cccn2)cc1 | 12% | 0% | 1% | 12% | 5 | -1 | -10 | -7% | -10 | -4%
Cc1ccc(CSc2ccc(S(=O)(=O)N3CCCC3)cn2)cc1 | 8% | 11% | 3% | -5% | -12 | 14 | -3 | -3% | -37 | 13%
COc1ccc(C2SCCN2C(=S)Nc2ccc(Cl)cc2)cc1 (stereo not drawn) | 13% | 0% | -4% | 16% | 1 | 2 | -3 | -9%[46.1 µM] | 8 | 20%
Cc1cc(C(=O)N/N=C/c2cccc([N+](=O)[O-])c2)c(C)n1-c1ccccc1 | -4% | 0% | 3% | ? | nt | 89* | 8 | 6%[46.1 µM] | -15 | -1%
CC(=O)Nc1ccc(NC(=O)C(C)OC(=O)c2ccccc2NS(=O)(=O)c2cccs2)cc1 (stereo not drawn) | -6% | 15% | 0% | -9% | 18 | -4 | 1 | -7% | -4 | 11%
Cc1nn(CCc2n[nH]c(=S)n2C2CCCCC2)c(C)c1Br | 2% | 4% | 2% | -2% | 10 | -1 | -17 | 5% | -4 | -8%
Nc1cccc(P(=O)(c2ccccc2)c2ccccc2)c1 | 7% | 2% | -1% | 19% | -11 | -1 | 1 | -1% | -3 | -2%
NC1=NC(c2ccccc2Cl)n2c(nc3ccccc32)N1 (stereo not drawn) | 2%[15.4 µM] | 0% | -5% | 1% | 3 | 0 | -2 | -14% | -12 | 3%
COC(=O)C1C(=O)NC(SC)=C(C#N)C1c1ccccc1F (stereo not drawn) | 3% | -4% | 0% | 9% | -4 | -4 | 1 | -3%[46.1 µM] | 10 | -1%
O=C(Nc1cc(Cl)cc(Cl)c1)C(NCC1CCCO1)c1ccccc1 (stereo not drawn) | 0% | 15% | 1% | -15% | 4 | 13 | -1 | 9%[46.1 µM] | -14 | 28%
Cc1ccc(OCCC(=O)OCC(=O)N2CCN(S(=O)(=O)c3ccc(Cl)cc3)CC2)cc1 | 10% | 5% | 3% | 13% | 6 | -1 | -5 | 3% | nt | 19%
Cc1cccn2c(CNCCSc3nccn3C)c(C(=O)N3CCCCC3)nc12 | 2% | -11% | -1% | 28% | 18 | -2 | 16 | 0% | 4 | -4%
N#C/C(=C\c1ccc(F)cc1)C(=O)NC1CCS(=O)(=O)C1 (stereo not drawn) | 18% | 7% | 2% | 3% | 20 | 2 | -13 | 0% | 4 | 1%
O=C(Cn1nc(C(F)(F)F)c2c1CCCC2)NCCN1CCOCC1 | 14% | -2% | 0% | -9% | -11 | 0 | 6 | -30% | 5 | -7%
CCN(C(=O)c1cc2c(=O)n3cccc(C)c3nc2s1)C1CCCCC1 | 13% | 0% | 0% | 0% | -4 | 1 | -9 | 3% | -2 | 9%
CN(C)S(=O)(=O)c1ccc(NC(=S)NC(=O)C2CCC2)cc1 | -7% | 1% | 7% | -7% | 8 | 2 | -8 | -2% | -9 | -7%
O=c1oc2ccccc2nc1/C=C(O)/C=C/c1ccc(F)cc1 | 9% | -8% | 5% | ? | 9 | 5 | 10 | -3%[46.1 µM] | -6 | 2%
Cc1cc(OCC(O)CN2CCN(C)CC2)ccc1C(C)C (stereo not drawn) | 21% | 3% | -3% | 8% | 5&2 | 5 | 14&1 | -2%&2% | -2 | -9%
CC(C)(C)n1nc2c(c1NC(=O)COc1ccc3ccccc3c1)CS(=O)(=O)C2 | 0% | 2% | 4% | -10% | 20 | -2 | 6 | 3% | 3 | 3%
COCCN(Cc1cn(C)nc1-c1ccc(Oc2ccccc2)cc1)C(C)C | 6% | -4% | -1% | -4% | -4 | 3 | 18 | -1% | -9 | 3%
COc1ccccc1CNC(=O)C(=O)c1cn(CC(=O)N2CCOCC2)c2ccccc12 | -1% | 10% | 2% | ? | 10 | 3 | -2 | -3% | 4 | -1%
Cc1cccc(C(=O)O/N=C(/c2ccccc2)c2ccncc2)c1 | -1% | 8% | -6% | -15% | 6 | 24 | 15 | 1% | -6 | ?
O=C(O)Cn1nc(-c2ccccc2)ccc1=O | -5% | 17% | -1% | -13% | -3 | 1 | 3 | nt | -11 | 2%
Cc1ccc(-c2[nH]ncc2/C=N/n2c(COc3ccccc3)nc3ccccc3c2=O)cc1 | 4% | 0% | 0% | 5.2µM* | -15 | 8 | -1 | 2%[46.1 µM] | -24 | 7%
Cc1cccc(-c2n[nH]c(=S)n2/N=C/C=C/c2ccco2)c1 | -6% | -3% | 1% | 1% | -35 | ? | -2 | 6% | -4 | -5%
CC(=O)N1C(c2ccccc2O)C[C@]2(C)CC(=O)NC12 (stereo partly drawn) | -1% | 0% | 0% | 11% | -5 | 1 | -2 | -8% | -1 | -3%
CCOc1ccccc1/C=C(\NC(=O)c1ccccc1)C(=O)NCCC(=O)O | -6% | -4% | 3% | ? | 7 | -1 | -9 | 1%[46.1 µM] | 10 | nt
O=C(/C=C/c1ccc(O)cc1)c1ccc(NC2=C(N3CCCCC3)C(=O)c3ccccc3C2=O)cc1 | -12% | 8% | -3% | 2% | 18 | -9 | -1 | 2% | -1 | -5%
O=C(COC(=O)C1CCN(S(=O)(=O)c2cccs2)CC1)c1ccccc1 | -10% | 3% | 2% | 8% | 1 | 11 | -6 | -2% | -9 | -15%
O=C(c1cccc(Cl)c1)N1CCN(c2ccc(N3CCOCC3)nn2)CC1 | 6% | -1% | 3% | -5% | -8 | 2 | -3 | 4% | 6 | -5%
Fc1cccc(Cc2noc(CN3CCOCC3)n2)c1 | -2% | 1% | 1% | -4% | 2 | 2 | -9 | 3% | -6 | 2%
O=C(Nc1cccc(S(=O)(=O)N2CCCCCC2)c1)c1ccc(Cl)nc1 | 2% | 23% | 2% | 21µM* | 7 | nt | 5 | 14% | -23 | nt
C[C@@H](CSc1ccc(Br)cc1)CN1CC[C@H](O)CCC1=O | -6% | 17% | 1% | 25% | -1 | ? | 0 | -2% | 11 | -9%
Cc1ccc(S(=O)(=O)N2CCC(=O)N(CCOCc3ccc(F)cc3)CC2)cc1 | 1% | 5% | 1% | 6% | -5 | 0 | -8 | -1% | 7 | 17%
COc1ccc(C=O)cc1COc1ccc(C)cc1[N+](=O)[O-] | 12% | 5% | 0% | 12% | -7 | 9 | 1 | -7% | 13 | 5%
CC(C)COc1cccc(C(=O)NC(=S)NCc2cccnc2)c1 | -3% | 6% | 2% | -22% | -10 | 11 | -5 | 0%[46.1 µM] | -6 | 11%

These rows are one share of the data, so the mix of outcomes need not match the whole.
